PP1 inh: PP1-alpha phosphatase inhibitors, primary screen, counter-screen for PP5 inhibitor project, biochemical, fluorescence, OMFP substrate, single point; Serine/threonine-protein phosphatase PP1-alpha catalytic subunit (Homo sapiens), P62136; purified PP1alpha; inhibition, % at 6.7 µM; 320,000 compounds, 0.9% hits; AID 2235, 2010;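 active = inhibition above the mean inhibition of all tested compounds plus 3 SD, computed separately for each screening campaign, cut at about 15% in these data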
JMJD2C inh: inhibitors of GASC-1 histone demethylase, primary screen, biochemical, fluorescence, DELFIA europium | Lysine-specific demethylase 4C (Homo sapiens), Q9H3R0 | GST-JMJD2C(1-420) H3K9me3 demethylation | inhibition, % at 2.35 µM | 330,000 compounds, 0.069% hits | AID 2099, 2009;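 active = more than half of a compound's replicate wells show inhibition beyond 50%, single wells judged on their own value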;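 also: signal counts dimethyl H3K9 product captured on neutravidin plate; 0% = median of DMSO wells and 100% = 0.3 times that DMSO median; strong numbers were not always called active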
TPT1 inh: Candida albicans TPT1 enzyme inhibitors, primary screen, biochemical, fluorescence polarization. tRNA 2'-phosphotransferase TPT1 (Candida albicans SC5314). recombinant caTPT1, FP RNA substrate dephosphorylation. inhibition, % at 5 µM. 300,000 compounds, 0.81% hits. AID 1962, 2009;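 active = inhibition above the mean of all tested compounds plus 3 SD, set per screening campaign, cut at about 24% in these data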;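 also: plate controls were DMSO alone for no effect and ferristatin control at 100 nM for full effect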
ZTA DNA inh: blocks Epstein-Barr virus ZTA, an EBNA-1 counter-screen. P03206. ZTA-DNA binding, fluorescence polarization. inhibition, % at 11 µM. 320,000 compounds, 0.15% hits. AID 2234; in the data active = inhibition above about 33%
Target sequence (P03206 whole entry, looked up): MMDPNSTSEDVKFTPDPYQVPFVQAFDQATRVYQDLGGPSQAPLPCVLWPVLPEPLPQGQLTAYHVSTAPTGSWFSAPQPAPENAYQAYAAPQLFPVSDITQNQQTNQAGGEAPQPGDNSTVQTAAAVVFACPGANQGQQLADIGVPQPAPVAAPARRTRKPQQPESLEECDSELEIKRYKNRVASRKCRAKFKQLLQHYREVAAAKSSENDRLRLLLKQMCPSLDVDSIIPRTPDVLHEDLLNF
PP5 primary: PP5 phosphatase inhibitors, primary screen, biochemical, fluorescence; inhibition, % at 6.7 µM; 320,000 compounds, 0.18% hits; Serine/threonine-protein phosphatase 5 (Homo sapiens), P53041; AID 1987, 2009; purified PP5c, OMFP substrate fluorescence;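 active = inhibition above the campaign's mean inhibition across all tested compounds plus 3 SD, cut at about 9.5% in these data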;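 also: 0% = DMSO only and 100% = 100 µM cantharidin control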
Target sequence (P53041 whole entry, looked up): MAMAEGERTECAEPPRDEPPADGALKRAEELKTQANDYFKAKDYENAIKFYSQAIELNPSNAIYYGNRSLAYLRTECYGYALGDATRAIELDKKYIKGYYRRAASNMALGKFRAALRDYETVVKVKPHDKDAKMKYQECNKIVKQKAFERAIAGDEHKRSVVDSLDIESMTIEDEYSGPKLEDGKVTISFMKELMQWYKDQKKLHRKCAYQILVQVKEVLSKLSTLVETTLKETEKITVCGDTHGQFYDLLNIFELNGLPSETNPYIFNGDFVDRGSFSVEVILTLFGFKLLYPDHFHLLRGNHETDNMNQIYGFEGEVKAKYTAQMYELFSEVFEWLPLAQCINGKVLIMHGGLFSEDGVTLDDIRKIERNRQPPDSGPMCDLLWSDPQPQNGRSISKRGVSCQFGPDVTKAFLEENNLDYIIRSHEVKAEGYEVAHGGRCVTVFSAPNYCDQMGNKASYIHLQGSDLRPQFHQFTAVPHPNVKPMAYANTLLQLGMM
Fh CTSL1 inh: Fasciola hepatica cathepsin L1 inhibitors, primary screen, counter-screen for PFM18AAP inhibitor project, biochemical, QFRET, fluorogenic peptide substrate; recombinant F. hepatica cathepsin L1, Z-Leu-Arg-MCA fluorescence; inhibition, % at 5.96 µM; 300,000 compounds, 0.49% hits;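 active = inhibition above the mean of all tested compounds plus 3 SD, set per screening campaign, cut at about 17% in these data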;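 also: 0% = plate median of test compound wells and 100% = 1 µM Z-Phe-Ala-diazomethylketone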
EBNA-1 inhibitor: EBNA-1 DNA-binding inhibitors, primary screen, biochemical, fluorescence polarization; 300,000 compounds, 0.34% hits; inhibition, % at 14.8 µM; in the data active = inhibition above about 28%
core dimer inh: inhibitors of HCV core protein dimerization, primary screen, biochemical, TR-FRET, high-throughput; TR-FRET GST/Flag-core106 dimerization, 1536-well; inhibition, % at 5 µM; 300,000 compounds, 0.33% hits; AID 1899, 2009;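 active = inhibition above the mean of all tested compounds plus 3 SD, set per screening campaign, cut at about 45% in these data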
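System: GST-tagged and Flag-tagged HCV core protein residues 1-106 / Input: core106 proteins, GST 13.5 nM and Flag 17 nM / Buffer or medium: KF-containing HEPES buffer, pH 7.45, DTT, CHAPS, BSA / Probe or stimulus: Eu-anti-GST and XL665-anti-Flag labelled anti-tag antibodies / Schedule: 4 h, 22.5 °C incubation / Technique: TR-FRET 671 and 617 nm emission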
CR mimetic SO: reduction of superoxide in aged yeast, primary screen, HTS | superoxide response (% of plate mean), % at 10 µM | 330,000 compounds, 0.18% hits | S. cerevisiae aged cells, superoxide DHE fluorescence; hits give low values;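 active = superoxide response under a set limit, about three screen SD below normal, cut at about 65% in these data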;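 also: yeast aged for seven days with compound at 30 °C before DHE staining; 100% = average MFI of all compound-treated wells on the plate with controls excluded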
* hit, by the source's call; nt = no result given.

SMILES	PP1 inh	JMJD2C inh	TPT1 inh	ZTA DNA inh	PP5 primary	Fh CTSL1 inh	EBNA-1 inhibitor	core dimer inh	CR mimetic SO
COc1ccccc1NC(=O)c1ccc(NC(=O)COC(=O)C2(C)CC2(Cl)Cl)cc1 (configuration not stated)	1	-1	-5	9	2.6	-10	-1	8	115
CCOc1ccccc1NC(=O)COC(=O)c1cccc(-c2ccc(OC(C)=O)cc2)c1	2	-1	-4	-12	2.8	-6	5	5	87
CCCn1c(=O)c2[nH]c(C3CCCC3)nc2n(CCC)c1=O	-2	8	-4	-3	0.0	-1	-1	-7	97
COc1cc(C2CC(=O)Nc3n[nH]c(-c4ccccc4)c32)cc(OC)c1OC (configuration not stated)	-3	10	-2	1	0.7	0	2	-5	94
O=C(CSc1nc2ccccc2o1)Nc1nc(-c2ccccc2)c(-c2ccccc2)s1	2	7	0	2	1.3	-1	12	-98	96
CCCCC1OC23CCCCC2C(C#N)(C#N)C1(C#N)C(=N)O3 (configuration not stated)	0	2	-33	-21	4.6	0	8	-10	105
CCOC(=O)/C(=N/Nc1ccccc1)Sc1nnc(CCc2ccccc2)n1-c1ccccc1	2	1	-1	13	2.1	1	3	15	102
CC(C(=O)Nc1ncc2c(n1)CC(C)(C)CC2=O)N1C(=O)c2ccccc2C1=O (configuration not stated)	-3	1	-4	2	1.2	-1	2	-3	102
O=C(NNC(=S)Nc1cccc(C(F)(F)F)c1)c1ccccc1Cl	1	14	-1	-6	5.6	0	6	-3	102
Cc1ccc(C(=O)Nc2ccccc2C(=O)NCc2ccccc2)cc1	1	3	-8	6	3.8	6	10	-4	95
COc1ccc(C(=O)Nc2oc(-c3ccccc3)c(-c3ccccc3)c2C#N)cc1	3	23	-2	1	2.0	1	6	47*	97
N#Cc1c(F)cccc1NCc1cccnc1	-2	-3	2	-10	0.9	1	-16	-1	56*
Cc1ccc(N2C(=O)/C(=C/c3cccnc3)SC2=S)cc1	1	5	4	9	-1.3	0	4	5	96
Fc1ccc(-c2nnc3n2CCCCC3)cc1	1	0	-1	10	2.0	-3	-7	-1	101
Cc1ccccc1NC(=O)c1ccc(-c2ccc(Cl)cc2Cl)o1	0	-7	3	-3	3.5	1	-3	-13	125
CCN(CC)CCCN(Cc1cc2cc(OC)c(OC)cc2[nH]c1=O)C(=O)Nc1ccccc1	1	0	2	5	0.8	3	8	3	100
CCc1nn(C(CC)C(=O)NCCCN2CC(C)CC(C)C2)c(=O)c2cc3oc(C)cc3n12 (configuration not stated)	-1	10	-4	-17	2.3	-1	-2	-11	95
NS(=O)(=O)c1ccc(NC(=O)c2ccc(CNS(=O)(=O)c3cc(C(F)(F)F)ccc3Cl)cc2)cc1	0	9	3	-11	6.6	-3	-3	0	98
N#C/C(=C\c1coc2ccc(O)cc2c1=O)C(=O)Nc1nc2ccccc2s1	11	0	28*	33	-20	2	3	21	132
CCCCCCCCCCCCN1[C@@H](CC(=O)OC)c2cc(F)cc(F)c2S1(=O)=O	1	-7	1	0	0.9	5	0	4	nt
COc1ccc(CNCCC(c2ccccc2)c2ccc(OC(C)C)cc2)cc1OC (configuration not stated)	5	3	-2	5	1.0	-2	7	4	113
CC(C)(C)NC(=O)c1ccc2c(c1)C1C3CCC(C3)C1C(c1ccccc1)N2 (configuration not stated)	0	-4	-2	-10	1.3	1	-3	10	94
COc1ccccc1CNS(=O)(=O)c1c(C(=O)N2CCCCCC2)c(C)n(C)c1C	2	39	-3	-1	0.1	-3	3	7	157
O=C(COC(=O)[C@@H]1CC(O)CN1S(=O)(=O)c1ccccc1[N+](=O)[O-])c1ccccc1 (some centres not stated)	-3	1	0	1	0.5	-3	-4	2	88
CCCc1ccc(OCc2ccc(C(=O)N/N=C/c3cccc([N+](=O)[O-])c3)o2)c(OC)c1	2	13	-10	6	-0.2	2	3	12	96
CSc1cccc(NC(=O)CSc2ccc(Cl)cc2)c1	1	-2	1	1	3.0	4	-11	8	87
CCN(CC)c1ccc(S(=O)(=O)N2CCCCC2)cc1NC(=O)CN1C(=O)NC2(CCCC2)C1=O	-3	-19	-4	-1	0.8	2	-3	4	102
O=c1c2ccccc2nc(SCc2ccccc2Cl)n1Cc1ccccc1	3	-2	1	-10	2.1	-3	3	2	102
CCOC1(OCC)N=C(N)C2(C#N)C(c3ccc(NC(C)=O)cc3)C12C#N (configuration not stated)	-2	24	-5	-13	0.5	2	-5	-20	91
CCC(=O)N=C1SC2CS(=O)(=O)CC2N1c1cccc(OC)c1 (configuration not stated)	-4	8	-3	-2	-0.4	-1	-13	-1	95

Reprinted from the part before: two compounds; new compounds follow.
SMILES	PP1 inh	JMJD2C inh	TPT1 inh	ZTA DNA inh	PP5 primary	Fh CTSL1 inh	EBNA-1 inhibitor	core dimer inh	CR mimetic SO
CCOC1(OCC)N=C(N)C2(C#N)C(c3ccc(NC(C)=O)cc3)C12C#N (configuration not stated)	-2	24	-5	-13	0.5	2	-5	-20	91
CCC(=O)N=C1SC2CS(=O)(=O)CC2N1c1cccc(OC)c1 (configuration not stated)	-4	8	-3	-2	-0.4	-1	-13	-1	95
CCOC(=O)c1ccc(CNC(=O)c2cc(C(C)(C)C)oc2C)o1	1	110	-2	-19	0.8	-3	-12	3	104
Cc1ccc(C2c3[nH]c4ccccc4c3C[C@H]3C(=O)N(c4ccccc4C(=O)N4CCC(C(=O)O)CC4)C(=O)N23)cc1 (some centres not stated)	-3	1	-2	7	0.7	-4	3	4	98
CC(C)NC(=O)N(Cc1ccccc1)Cc1cccs1	-1	-10	-5	-18	1.0	-2	-10	-7	97
CC(C)(C)C(=O)CN1C2=NCCCN2c2ccccc21	-3	4	0	1	1.0	4	-4	4	97
O=C(Cc1ccc(-c2ccccc2)cc1)NC(c1ccccc1)c1ccccc1	1	-2	6	8	0.2	-4	7	14	89
COc1cc(SC)ccc1C(=O)Nc1ccc2ncccc2c1	2	4	-2	-1	0.9	0	1	0	102
Cc1ccc(-c2nnc(OCCN3CCOCC3)c3ccccc23)cc1	-1	15	-11	0	0.2	-2	1	-4	95
CCCCN(C)CCn1c(=S)[nH]c2ncccc2c1=O	-5	-5	-2	-1	0.8	1	-10	1	91
Cc1ccc(NC(=O)CC2Oc3ccccc3NC2=O)c(C)c1 (configuration not stated)	0	2	-1	8	3.4	-3	1	-2	99
Cc1ccc(NC(=O)c2ocnc2C)cc1Cl	-4	0	-3	-6	0.9	-6	8	0	109
COc1ccc(C(=O)Nc2nnc(Cc3ccc(OC)c(OC)c3)s2)cc1	5	-5	2	-10	-0.3	-5	-24	-9	95
COc1ccccc1NS(=O)(=O)c1cc(NC(=O)c2ccco2)ccc1N1CCOCC1	-2	-18	0	1	1.7	-1	9	8	105
Cc1cc(C=O)c2c(c1)C=CC1(Oc3ccccc3C(=O)N1C)O2 (configuration not stated)	2	9	-11	-5	1.3	-2	-6	9	79
COc1ccccc1NC(=O)c1ccc2c(c1)N(CC(=O)NC(C)C)C(=O)C(C)(C)O2	3	0	-1	11	1.9	-5	2	3	99
CC(C)Oc1ccc(C2CC(=O)N(C)C2=O)cc1 (configuration not stated)	0	-7	-3	-22	1.0	-1	-3	-5	112

Compounds shown so far that have a nitro group on carbon, in the order listed:
SMILES	PP1 inh	JMJD2C inh	TPT1 inh	ZTA DNA inh	PP5 primary	Fh CTSL1 inh	EBNA-1 inhibitor	core dimer inh	CR mimetic SO
O=C(COC(=O)[C@@H]1CC(O)CN1S(=O)(=O)c1ccccc1[N+](=O)[O-])c1ccccc1 (some centres not stated)	-3	1	0	1	0.5	-3	-4	2	88
CCCc1ccc(OCc2ccc(C(=O)N/N=C/c3cccc([N+](=O)[O-])c3)o2)c(OC)c1	2	13	-10	6	-0.2	2	3	12	96

The list goes on.
SMILES	PP1 inh	JMJD2C inh	TPT1 inh	ZTA DNA inh	PP5 primary	Fh CTSL1 inh	EBNA-1 inhibitor	core dimer inh	CR mimetic SO
O=C(O)Cc1ccc(S(=O)(=O)Nc2ccccc2C(=O)O)cc1	-2	-5	-3	-3	-4.7	14	5	0	98
Cc1ccc(OCCCC(=O)Nc2ccc3c(c2)OCO3)cc1	-4	3	4	-2	3.9	9	8	1	107
COc1ccc2nc(SCC(=O)N(C)CC(=O)Nc3ccc(F)cc3)[nH]c2c1	-4	-5	0	-1	-0.5	-1	-3	-1	90
CC(=O)C1=C(C)NC(SCC(=O)c2cc(Cl)ccc2Cl)=C(C#N)C1c1ccco1 (configuration not stated)	0	-1	16	0	2.3	3	7	16	105
COCCSc1nnc(NC(=O)COc2ccc3c(c2)OCO3)s1	-2	-6	-2	-4	-0.5	-3	9	3	108
N#Cc1c(NC(=O)c2cc([N+](=O)[O-])ccc2N2CCOCC2)sc2c1CCCC2	-4	-4	2	-5	2.9	-1	-13	19	89
CC1(C)Oc2ccc(C(=O)NC3CCCC3)cc2N(CC(=O)N2CCOCC2)C1=O	-5	-5	2	-2	-2.9	-3	7	0	111
Cc1cccc(-c2noc(CCCC(=O)N3CCOCC3)n2)c1	-7	-4	4	-10	2.2	-2	-11	-5	114
CCOC(=O)c1cc2n(c1/N=C/N(C)C)-c1ccccc1C2=O	-2	4	-35	2	-0.5	6	7	-9	110
C=CCn1c(Br)nc2c1c(=O)n(C)c(=O)n2C	-3	6	1	5	-0.1	-4	2	-6	92
COc1ccc(N2C(=O)C3C4c5ccccc5C(C=Nc5ccc(C)cc5C)(c5ccccc54)C3C2=O)cc1 (configuration not stated)	3	2	-3	-12	3.4	-7	-12	31	96

Pulled by compound from the list above, 2 records:
SMILES	PP1 inh	JMJD2C inh	TPT1 inh	ZTA DNA inh	PP5 primary	Fh CTSL1 inh	EBNA-1 inhibitor	core dimer inh	CR mimetic SO
COCCSc1nnc(NC(=O)COc2ccc3c(c2)OCO3)s1	-2	-6	-2	-4	-0.5	-3	9	3	108
Cc1cccc(-c2noc(CCCC(=O)N3CCOCC3)n2)c1	-7	-4	4	-10	2.2	-2	-11	-5	114

Assay outcomes (PubChem BioAssay)
